Source: PubChem BioAssay (several laboratories)
Bim-Bfl-1: human Bim-Bfl-1 interaction inhibition | Q16548 | Bead-based flow cytometry, Bim-Bfl-1 binding inhibition | inhibition, % at 10 µM | 190,000 compounds, 0.12% hits | AID 1008;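 note: 0% = wells without compound plus tracer and 100% = blocker peptide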
Bim-Bcl-XL: disrupts Bim peptide binding to human Bcl-XL. AID 1007. inhibition, % at 10 µM. 190,000 compounds, 0.04% hits. bead flow cytometry, fluorescence
RGS7-Gao reg: human RGS7-Galphao interaction regulation | Multiplexed bead flow cytometry, RGS7-Galphao binding; actives lie on both sides | binding response (% of control), % at 10 µM | 220,000 compounds, 0.35% hits | AID 1439; in the data active = binding response below about 49% or above about 150%; inconclusive = no clear call, values can overlap the other calls; inactive = in between;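 note: fluorescent Galphao held in activated GDP-AlF4 state binding bead-coupled RGS7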
Target sequence (P09471 whole entry, looked up): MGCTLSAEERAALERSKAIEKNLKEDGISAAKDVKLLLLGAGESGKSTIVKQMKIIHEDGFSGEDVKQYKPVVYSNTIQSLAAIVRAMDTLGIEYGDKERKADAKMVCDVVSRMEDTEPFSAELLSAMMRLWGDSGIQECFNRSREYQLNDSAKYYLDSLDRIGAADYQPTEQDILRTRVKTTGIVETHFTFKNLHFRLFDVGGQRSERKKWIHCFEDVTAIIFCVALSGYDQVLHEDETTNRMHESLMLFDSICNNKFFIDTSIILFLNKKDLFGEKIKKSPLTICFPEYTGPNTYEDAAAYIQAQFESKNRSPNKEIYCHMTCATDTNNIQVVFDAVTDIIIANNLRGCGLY
Mcl1-Bid inh: disrupts binding of human Mcl-1 to Bid peptide | Q07820 | TR-FRET Mcl-1/Bid-Dy647 peptide binding, 1536-well | inhibition, % at 21.7 µM | 220,000 compounds, 0.97% hits | AID 1021;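 active = compounds that cut the binding signal by more than half at the single screening dose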;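 note: His-tagged Mcl-1 with europium anti-His antibody binding Bid BH3 peptide; 0% = Mcl-1 plus peptide wells and 100% = peptide-only wells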
Bcl-2 Bim block: human Bim-Bcl-2 interaction inhibition; P10415; Bead-based flow cytometry, Bim peptide-Bcl-2 binding; inhibition, % at 10 µM; 190,000 compounds, 0.06% hits; AID 950; in the data active = inhibition above about 40%; inconclusive = no clear call, values can overlap the other calls;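 note: 0% = no compound wells with probe peptide and 100% = reference peptide inhibitor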
Target sequence (P10415 whole entry, looked up): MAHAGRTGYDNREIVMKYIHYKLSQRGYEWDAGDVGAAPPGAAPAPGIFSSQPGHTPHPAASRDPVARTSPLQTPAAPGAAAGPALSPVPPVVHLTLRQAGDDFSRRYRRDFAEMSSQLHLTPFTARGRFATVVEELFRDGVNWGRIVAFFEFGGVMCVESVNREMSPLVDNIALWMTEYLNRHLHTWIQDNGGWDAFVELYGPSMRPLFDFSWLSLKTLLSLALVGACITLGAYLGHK
Mcl1-Noxa inh: Mcl-1/Noxa interaction inhibition. Q07820. TR-FRET Mcl-1/Noxa peptide binding, 2 h. inhibition, % at 21.7 µM. 220,000 compounds, 1.5% hits;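 active = compounds that cut the protein-peptide binding signal by more than 50% relative to plate controls in a single-dose test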;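 note: His-tagged Mcl-1 with rhodamine Noxa BH3 peptide and terbium anti-His antibody; 0% = Mcl-1 plus Noxa peptide wells and 100% = peptide-only wells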
Bim-Mcl-1: inhibitors of Bim-Mcl-1 interaction, human | Bead-based flow cytometry, Bim peptide-Mcl-1 binding | inhibition, % at 10 µM | 190,000 compounds, 0.1% hits | AID 1009;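 note: 0% = no compound tracer wells and 100% = peptide blocker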
Bcl-W Bim block: human Bim-Bcl-W interaction inhibition; Q92843; bead-based flow cytometry, Bim peptide-Bcl-W binding; inhibition, % at 10 µM; 190,000 compounds, 0.02% hits;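 note: 0% = bound tracer without compound and 100% = peptide blocker; higher means less fluorescent Bim peptide bound to Bcl-W beads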
Target sequence (Q92843 whole entry, looked up): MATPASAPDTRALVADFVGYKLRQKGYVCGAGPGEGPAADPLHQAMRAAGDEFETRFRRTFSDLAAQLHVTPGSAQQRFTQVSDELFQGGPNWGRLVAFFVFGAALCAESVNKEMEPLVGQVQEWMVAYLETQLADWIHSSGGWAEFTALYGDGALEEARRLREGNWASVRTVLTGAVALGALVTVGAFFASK
RGS4-Gao reg: modulates binding of RGS4 to human Galphao; AID 1415; 220,000 compounds, 0.33% hits; P09471; binding response (% of control), % at 10 µM; Multiplexed bead flow cytometry; actives lie on both sides; in the data active = binding response below about 49% or above about 150%; inactive = in between;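 note: fluorescent Galphao activated with aluminum fluoride binding bead-coupled RGS4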
Bim-Bcl-B: human Bim-Bcl-B interaction inhibition | inhibition, % at 10 µM | AID 951 | 190,000 compounds, 0.073% hits | bead-based flow cytometry, Bim peptide-Bcl-B binding;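 note: 0% = tracer peptide without compound and 100% = reference inhibitor peptide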
Target sequence (Q9HD36 whole entry, looked up): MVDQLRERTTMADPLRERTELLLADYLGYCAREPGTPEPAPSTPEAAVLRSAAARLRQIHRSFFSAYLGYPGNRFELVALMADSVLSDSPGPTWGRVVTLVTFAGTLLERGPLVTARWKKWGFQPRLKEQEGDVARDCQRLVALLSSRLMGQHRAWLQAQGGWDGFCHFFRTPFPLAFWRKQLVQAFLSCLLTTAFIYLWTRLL
RGS8-Gao: regulators of human RGS8-Galphao interaction. P09471. multiplexed bead flow cytometry, RGS8-Galphao binding; actives lie on both sides. response (percent of control binding), % at 10 µM. 220,000 compounds, 0.34% hits. AID 1423; in the data active = response below about 60% or above about 140%; inactive = in between;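 note: Galphao activated as the GDP aluminium fluoride complex binding bead-coupled RGS8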
* hit, by the source's call; ? = inconclusive; . = not tested or not shown; [ ] = remark or other dose. Cut-off read from the data, not from the text of the source, unless noted: active = inhibition above about 40%.

structure,Bim-Bfl-1,Bim-Bcl-XL,RGS7-Gao reg,Mcl1-Bid inh,Bcl-2 Bim block,Mcl1-Noxa inh,Bim-Mcl-1,Bcl-W Bim block,RGS4-Gao reg,Bim-Bcl-B,RGS8-Gao
Cn1c(NC(=O)c2ccc(F)c(F)c2)cc(=O)n(C)c1=O,-13.0,-5.0,100.2,-16.6,-6.0,3.2,-1.0,1.0,103.8,-6.0,103.3
CCc1cc(C(=O)COc2ccc(F)cc2)c(O)cc1O,-6.0,-3.0,97.0,-8.2,0.0,-12.6,-2.0,-4.0,94.8,-6.0,102.2
CC(C)(C)C(=O)Cn1c(=O)n(CC2CCCO2)c(=O)c2ccccc21 (centres undefined),-2.0,-4.0,111.8,2.7,0.0,-1.0,-1.0,-1.0,116.0,-2.0,110.9
COc1ccc2nc(COC(=O)c3cccs3)c(C(C)=O)[n+]([O-])c2c1,.,.,?,-91.1,.,16.2,.,.,96.7,.,96.7
COc1cccc(C2NC(C)(C(=O)O)C3C(=O)N(C(C)C)C(=O)C23)c1O (centres undefined),-10.0,-3.0,96.3,-32.4,-6.0,0.8,0.0,0.0,94.9,-5.0,98.6
CCc1nnc(NC(=O)CSc2nnc(-c3ccncc3)n2Cc2ccccc2)s1,-14.0,-2.0,99.0,-11.7,-9.0,-2.1,0.0,1.0,101.7,-6.0,103.1
C/C(CC(=O)C(F)(F)F)=N\NC(=O)/C(C#N)=C/N(C)C,-4.0,-1.0,95.6,-10.4,-1.0,0.2,-1.0,-3.0,102.3,-1.0,104.4
N#Cc1c(SCC(=O)N2CCOCC2)nsc1SCC(=O)N1CCOCC1,-2.0,-3.0,102.0,2.8,0.0,0.9,-3.0,-4.0,100.7,1.0,105.8
Nc1ccc(C(=O)OCC(=O)Nc2cc([N+](=O)[O-])ccc2F)cc1,-10.0,-7.0,93.7,-9.8,-10.0,10.7,1.0,-5.0,95.8,-10.0,96.6
Cc1csc(SCC(=O)N2CCN(S(=O)(=O)c3ccccc3)CC2)n1,0.0,-3.0,103.7,-7.9,2.0,-5.9,2.0,-2.0,107.8,0.0,104.5
COc1ccc(/C=N/NC(=O)c2nc(-c3ccccc3)n(-c3ccccc3)n2)cc1,-17.0,-11.0,100.3,-8.3,-11.0,10.6,-5.0,-8.0,94.4,-10.0,103.3
O=C(CC(C(=O)O)C1CCCO1)NCCc1ccc2c(c1)OCO2 (centres undefined),0.0,-2.0,92.2,-8.0,1.0,4.1,-1.0,-2.0,91.9,3.0,95.0
O=c1[nH]n2c(=O)c3c([nH]c2c1N=Nc1cccc(Cl)c1)CCC3,-1.0,0.0,74.8,-169.8,1.0,57.6*,2.0,0.0,81.6,2.0,87.4
COc1ccc(S(=O)(=O)Cc2ccc(C(=O)NCc3ccccn3)o2)cc1,-11.0,-3.0,98.6,-16.0,-10.0,19.1,0.0,1.0,101.2,-7.0,99.9
Cc1cc2ccccn2c1C(C[N+](=O)[O-])c1ccc(N(C)C)cc1 (centres undefined),26.0,-5.0,92.8,-11.1,3.0,11.4,-5.0,6.0,81.9,-12.0,92.4
COc1ccc(NC(=O)CC2SC3=NCCN3C2=O)cc1 (centres undefined),-4.0,-4.0,101.7,-8.7,-1.0,10.3,0.0,0.0,98.0,-2.0,98.5
O=C(c1ccc(Cl)c(S(=O)(=O)NCc2ccccc2)c1)N1CCN(c2ccccn2)CC1,-3.0,-3.0,92.8,-9.8,1.0,1.6,-1.0,0.0,97.1,0.0,98.6
CN1c2ccccc2C(C)(C)C12CC(c1ccc(S(=O)(=O)N3CCCCC3)cc1)=NO2 (centres undefined),-2.0,-2.0,103.9,-56.9,-1.0,-82.2,-2.0,-2.0,107.0,-4.0,105.6
CCc1nnc(NC(=O)CCc2ccc(C)o2)s1,-6.0,0.0,158.4*[activator],-51.8,-4.0,-50.3,-2.0,3.0,169.8*[activator],-6.0,151.1*[activator]
CO/N=C/C(=N\Nc1ccc(C)cc1)C(=O)c1ccc(OC)cc1,-9.0,-2.0,105.0,-10.1,-7.0,-0.2,-2.0,-2.0,100.6,-9.0,104.9
Cn1c(=O)n(Cc2ccco2)c(=N)c2c3c(sc21)CCC3,-8.0,-7.0,107.8,-41.5,-5.0,18.5,0.0,5.0,103.0,-3.0,113.1
O=C(Nc1ccc(OC(F)(F)F)cc1)c1ccc2ccccc2n1,-4.0,-1.0,102.7,-2.0,-2.0,1.3,0.0,-3.0,102.7,-3.0,101.8
COCCCn1c(=O)/c(=C\c2ccccc2OC(F)F)s/c1=C(/C#N)C(N)=O,-3.0,-1.0,99.3,-10.1,-1.0,-6.6,0.0,-2.0,98.9,-3.0,98.4
CCOc1ccccc1-c1nc(C(N)=O)c2[nH]c(=O)n(-c3ccccc3)c2n1,0.0,3.0,97.5,-29.8,2.0,7.3,0.0,0.0,98.7,1.0,101.9
Nc1nnc(SCC(=O)c2ccco2)s1,0.0,-1.0,103.3,-37.5,0.0,4.8,-1.0,1.0,103.2,0.0,99.7

4 entries drawn at random from the list so far, as already listed:
structure,Bim-Bfl-1,Bim-Bcl-XL,RGS7-Gao reg,Mcl1-Bid inh,Bcl-2 Bim block,Mcl1-Noxa inh,Bim-Mcl-1,Bcl-W Bim block,RGS4-Gao reg,Bim-Bcl-B,RGS8-Gao
COc1ccc(/C=N/NC(=O)c2nc(-c3ccccc3)n(-c3ccccc3)n2)cc1,-17.0,-11.0,100.3,-8.3,-11.0,10.6,-5.0,-8.0,94.4,-10.0,103.3
O=C(CC(C(=O)O)C1CCCO1)NCCc1ccc2c(c1)OCO2 (centres undefined),0.0,-2.0,92.2,-8.0,1.0,4.1,-1.0,-2.0,91.9,3.0,95.0
COc1ccc2nc(COC(=O)c3cccs3)c(C(C)=O)[n+]([O-])c2c1,.,.,?,-91.1,.,16.2,.,.,96.7,.,96.7
Nc1ccc(C(=O)OCC(=O)Nc2cc([N+](=O)[O-])ccc2F)cc1,-10.0,-7.0,93.7,-9.8,-10.0,10.7,1.0,-5.0,95.8,-10.0,96.6

The list continues.
structure,Bim-Bfl-1,Bim-Bcl-XL,RGS7-Gao reg,Mcl1-Bid inh,Bcl-2 Bim block,Mcl1-Noxa inh,Bim-Mcl-1,Bcl-W Bim block,RGS4-Gao reg,Bim-Bcl-B,RGS8-Gao
C(=N\Nc1nc2ccccc2[nH]1)/c1ccncc1,-2.0,0.0,102.0,-46.7,1.0,7.3,2.0,0.0,100.2,4.0,107.8
Cc1cccc(NC(=S)NCc2ccc3c(c2)cc(C)n3C)c1C,-3.0,0.0,?,-20.3,-1.0,13.4,0.0,0.0,102.6,-1.0,101.8
Cc1ccc(NC(=O)Cn2nnc3ccccc32)c(C)c1,-6.0,-3.0,?,-19.6,-5.0,12.2,-2.0,-4.0,101.2,-4.0,101.6
Cc1ccc([N+](=O)[O-])cc1NC(=O)CCSc1ccc(Cl)cc1,-6.0,-2.0,103.4,-6.7,-6.0,-7.6,0.0,-1.0,103.1,-7.0,102.2
Cc1c(C)[n+](=O)c2c(n1[O-])C(Br)CCC2Br (centres undefined),.,.,?,27.9,.,47.3,.,.,97.1,.,97.3
COCCCNc1nc2c([nH]1)c(=O)[nH]c(=O)n2C,-11.0,-3.0,103.1,-32.6,-9.0,9.1,0.0,3.0,97.6,-9.0,101.8
COC(=O)c1ccc(C)c(NC(=O)CCc2ccc(OC)c(OC)c2)c1,-4.0,-6.0,100.0,-14.1,-7.0,29.1,-5.0,-4.0,98.0,-8.0,100.0
Nn1c(SCC(=O)NC2CCCC2)nnc1-c1ccccc1F,-11.0,-8.0,99.3,-11.8,-8.0,12.2,1.0,0.0,100.6,-7.0,101.6
NC(=O)Cn1cnc(-c2ccccc2)c1,-24.0,-11.0,103.2,-8.2,-15.0,2.5,-7.0,-8.0,100.0,-11.0,101.1
O=C(Nc1ccccc1Cl)N1CCN(Cc2ccc3c(c2)OCO3)CC1,-3.0,0.0,105.2,-7.3,-5.0,4.3,-2.0,2.0,103.9,-5.0,102.8
CN(Cc1nc(-c2cnccn2)no1)C1CC(C)(C)NC(C)(C)C1,-4.0,0.0,104.8,-36.9,0.0,-16.2,4.0,2.0,103.2,0.0,99.5
COc1cccc(C(=O)Nc2nnc(Cc3ccc(OC)c(OC)c3)s2)c1,.,.,?,-7.4,.,-2.4,.,.,99.6,.,99.6
O=C(COC(=O)c1ccccc1OCc1ccc(Cl)cc1)NC1CC1,-3.0,-2.0,99.5,10.3,-6.0,-15.7,-2.0,-2.0,107.4,0.0,102.8
O=[N+]([O-])c1cccc(-c2cn3nc(-c4ccccc4)c(-c4ccccc4)nc3n2)c1,.,.,?,-8.1,.,-6.9,.,.,107.0,.,99.6
O=c1[nH]n(-c2ccccc2)c(=O)c2ccccc12,-10.0,-7.0,98.5,0.7,-8.0,-1.2,-3.0,-7.0,97.4,-9.0,100.2
O=C(CSc1nnc(SCc2ccc(F)cc2)s1)Nc1ccc(C(=O)O)cc1,.,.,?,-52.8,.,3.8,.,.,92.7,.,99.6
CC(C)NC(=O)Cn1cc(C(=O)C2CC2)c2ccccc21,-4.0,-2.0,97.0,-22.9,-5.0,12.2,0.0,0.0,94.3,-3.0,97.2
CCCCC(CC)C(=O)Nc1cc([N+](=O)[O-])ccc1F (centres undefined),-13.0,-6.0,107.1,-5.1,-4.0,4.4,-3.0,-5.0,102.8,-9.0,106.0
CC(C)CN1CCC(CNC(=O)CCc2nnc(Cc3c[nH]c4ccccc34)o2)CC1,-5.0,-4.0,98.7,-19.8,-3.0,5.8,-2.0,-1.0,100.5,-5.0,101.2
COCCn1c(C(C)C)nc2oc3ccccc3c(=O)c2c1=O,-9.0,-4.0,96.0,9.0,-8.0,15.2,-1.0,0.0,98.6,-7.0,99.4
CN(Cc1nc(-c2cccc(Cl)c2)no1)C1CCOCC1,-4.0,0.0,100.3,-45.7,-2.0,1.3,0.0,0.0,98.4,-3.0,95.1
CCC(=O)OCn1nnc2ccccc2c1=O,-5.0,-1.0,101.2,21.5,-3.0,3.8,-1.0,0.0,97.6,0.0,102.0
Clc1nc(CN2CCCCC2)nc2sc3c(c12)CCCC3,-4.0,-4.0,?,-39.0,-4.0,14.8,-1.0,-2.0,95.9,-7.0,97.4
O=C1CC(c2ccco2)CC(O)=C1C=NCCN1CCN(C(=O)Nc2ccc(Cl)cc2)CC1 (centres undefined),0.0,-3.0,103.5,-52.4,2.0,5.1,0.0,-2.0,104.1,0.0,106.1
COc1ccccc1NC(=O)CC(=O)CSc1nnc(-c2ccc(C)cc2)n1-c1ccccc1,11.0,-1.0,97.9,-50.7,7.0,7.6,-7.0,1.0,98.7,8.0,105.1
Cc1ccc2[nH]c(=O)c(CN(CCCN(C)C)C(=S)NCCc3ccccc3)cc2c1,-3.0,-1.0,93.4,-50.2,-2.0,18.1,1.0,1.0,95.4,-2.0,95.8
O=C(O)c1cccc(NC(=S)N/N=C/c2cccc(O)c2)c1,0.0,-2.0,97.0,-35.8,0.0,16.5,0.0,2.0,98.5,-6.0,101.0
FC(F)(F)c1ccccc1CN1CCN(C2CCCCCC2)CC1,-18.0,-10.0,98.9,22.1,-7.0,21.6,-5.0,-9.0,103.2,-9.0,101.3
CCCCNC(=S)Nc1cccc2cnccc12,-9.0,-5.0,96.5,-41.1,-9.0,0.4,-3.0,-5.0,99.0,-10.0,96.8
